CaV13 ICDI inh: Primary screen for inhibitors of IQ motif and Ca2+-dependent inactivation inhibitor domain binding in CACNA1D, Förster resonance energy transfer in living cells, … | HEK cells, CFP/YFP FRET ICDI-IQ, plate reader, 10 min; percent FRET-ratio fall versus neutral wells | inhibition, % at 12.3 µM | 0.098% of 340,000 active;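 active means mean replicate inhibition of at least 30% and at least 1% of replicates passing that level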;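 further: 0% = median of the neutral control wells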
MC4R barr agon: activates human MC4R beta-arrestin recruitment; 0.98% of 360,000 active; AID 540308; activation, % at 8.9 µM; U2OS MC4R beta-arrestin complementation, luminescence; percent of melanotan II response, DMSO zero;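 active means activation above a per-plate cutoff, the mean activation of sample wells on that plate plus 3 SD, cut at about 8% in these data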
HTR2A ag: agonists of mouse serotonin 5-HT2A receptor (HTR2A) | 0.66% of 360,000 active | activation, % at 7.6 µM | AID 624169 | CHO-K1 mHTR2A beta-arrestin complementation, luminescence; percent of 30 µM serotonin response;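 active means activation above a run cutoff, the mean activation of all tested compounds plus 3 SD, cut at about 14% in these data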;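 further: 0% = plate median of compound wells and 100% = 30 µM serotonin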
PDI inh: blocks human protein disulfide isomerase activity; AID 588391; inhibition, % at 10 µM; 0.052% of 350,000 active; P07237; PDI insulin aggregation turbidity, A650, 90 min;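 active means mean inhibition across replicates of 30% or more, whatever share of single replicates reach that level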;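 further: absorbance from insulin aggregation driven by PDI reduction with DTT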
Vif inh: HIV Vif inhibition; 0.35% of 340,000 active; AID 602346; inhibition, % at 7.49 µM; HEK293T cells, Vif self-association by quenched fluorescence, imaging, 24 h; in the data active means inhibition above about 50%, passing the limit was not always enough; further: some results filed as inactive read as strong as hits
MC4R antag cAMP: human MC4R antagonism in cAMP assay. 0.48% of 360,000 active. MC4R-expressing cells, MTII-stimulated cAMP, LANCE TR-FRET. inhibition, % at 6.5 µM;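 active means inhibition above its plate's cutoff, the mean of tested wells on that plate plus 3 SD, cut at about 29% in these data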;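 further: 0% = Melanotan II alone and 100% = Melanotan II plus saturating MCL0020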
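Assay system: human MC4R-expressing U2OS cells; reagent: Melanotan II stimulation of cells; dosing: 6.5 µM single dose; timing: compound 30 min, challenge 1 h, detection 1 h; signal: TR-FRET cAMP assay; replicates: one well per compound, no replicates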
ABCB6 inh 2: human ABCB6 transporter inhibition; Q9NP58; K562-ABCB6 porphyrin accumulation, flow cytometry, 1 h; active compounds read low; fluorescence ratio to DMSO, % at 10 µM; 0.19% of 360,000 active; AID 602162;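 active means fluorescence ratio to DMSO below 75%, the collection mean minus 3 SD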;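 further: signal is porphyrin accumulated inside mitochondria; 100% equals median channel fluorescence of DMSO control wells; lower ratio means ABCB6 inhibition with less porphyrin fluorescence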
Target sequence (Q9NP58 whole entry, looked up): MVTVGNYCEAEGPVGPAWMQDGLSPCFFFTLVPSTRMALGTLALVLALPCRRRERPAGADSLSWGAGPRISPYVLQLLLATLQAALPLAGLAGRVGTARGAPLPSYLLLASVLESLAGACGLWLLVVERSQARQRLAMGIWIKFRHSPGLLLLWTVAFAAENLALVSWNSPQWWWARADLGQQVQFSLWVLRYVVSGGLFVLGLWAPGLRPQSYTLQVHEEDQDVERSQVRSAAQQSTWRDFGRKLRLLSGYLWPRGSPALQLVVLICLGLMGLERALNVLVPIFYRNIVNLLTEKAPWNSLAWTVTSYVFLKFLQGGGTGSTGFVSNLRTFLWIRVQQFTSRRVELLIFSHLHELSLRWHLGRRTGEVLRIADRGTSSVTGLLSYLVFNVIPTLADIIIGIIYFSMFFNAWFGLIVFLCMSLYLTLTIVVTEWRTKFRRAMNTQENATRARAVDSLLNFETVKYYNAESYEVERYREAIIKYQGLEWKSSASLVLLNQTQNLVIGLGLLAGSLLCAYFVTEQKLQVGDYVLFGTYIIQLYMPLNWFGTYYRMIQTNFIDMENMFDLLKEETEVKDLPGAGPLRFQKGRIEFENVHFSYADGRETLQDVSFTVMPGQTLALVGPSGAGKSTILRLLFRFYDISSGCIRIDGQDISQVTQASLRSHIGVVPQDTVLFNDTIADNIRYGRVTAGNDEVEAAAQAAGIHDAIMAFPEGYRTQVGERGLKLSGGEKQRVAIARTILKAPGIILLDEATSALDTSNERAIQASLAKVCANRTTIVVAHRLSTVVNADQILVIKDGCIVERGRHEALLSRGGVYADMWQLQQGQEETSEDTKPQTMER
aDG glyco act: increases alpha dystroglycan glycosylation; 0.22% of 360,000 active; activation, % at 10 µM; AID 624168; Pro5-aDG cells, alpha-DG glycosylation AlphaScreen (IIH6); 0% Pro5, 100% B10-LARGE cell signal;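 active means activation of at least 8% versus controls, or a plate z-score of at least 8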;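 further: Pro5 are CHO cells carrying HIG-tagged alpha-DG that lacks glycosylation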
H9c2 protect: modulators protecting cardiomyocytes from myocardial damage | H9c2 cardiomyocytes, H2O2 injury protection, ATPLite, 2 h | protection from H2O2 cell death, % at 20 µM | 0.63% of 360,000 active;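 active means compounds giving at least 50% protection of heart cells from peroxide-induced death in the single-dose screen, raw or plate-pattern-corrected value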;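 further: 0% = DMSO wells with peroxide and 100% = DMSO wells without peroxide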
Glyco luc inh: blocks N-linked glycosylation in D54 reporter cells | D54 ERlucT glycosylation luciferase reporter, 24 h; percent of 100 nM tunicamycin response | reporter increase, % at 12.5 µM | 0.23% of 360,000 active | AID 588692;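 active means mean luciferase reporter signal, scaled so untreated is 0 and the glycosylation-blocking control 100, at or above a set limit in every replicate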;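 further: luciferase carries N-glycosylation sites so blocking glycosylation raises the light; 0% = median of neutral control wells and 100% = median of 100 nM tunicamycin wells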
An asterisk follows results filed as active; nt = not tested or not shown.

[1] Nc1ncnc2c1ncn2[C@@H]1O[C@H](CNS(=O)(=O)CCCCl)[C@@H](O)[C@H]1O
[2] Cc1cccc(NC(=O)CN2CCCN(S(=O)(=O)c3ccc(Br)s3)CC2)c1
[3] Cc1ccc(C)c(NC(=O)COC(=O)CCNC(=O)c2ccco2)c1
[4] O=C(O)/C=C/c1ccc(S(=O)(=O)Nc2ccc(C(=O)NCC(=O)O)cc2)cc1
[5] Fc1ccc(/C=N/N2CCCCC2)c(F)c1
[6] CCOC(=O)N1CCN(C(=O)Nc2sc3nc4n(c(=O)c3c2C)CCC(C)CC4)CC1 (stereo unspecified)
[7] Cn1c(=O)[nH]c(=O)c2c1nc(N1CCOCC1)n2CCSc1nc2ccccc2[nH]1
[8] COc1cc(C(=O)NNC(=O)c2cc(-c3ccccc3)n[nH]2)cc(OC)c1C
[9] COc1cccc(CNC(=O)Cn2c(=O)n(CCC(=O)N3CCCCC3)c(=O)c3sccc32)c1
[10] CCN(Cc1ccncc1)C(=S)Nc1ccccc1

entry no.,1,2,3,4,5,6,7,8,9,10
CaV13 ICDI inh,-6,-5,-7,6,-4,-8,-3,-6,-3,-6
MC4R barr agon,-1.0,-1.3,-0.4,-0.2,-0.4,2.3,1.1,0.3,-3.6,-0.9
HTR2A ag,-1,0,-7,2,5,0,2,2,-2,4
PDI inh,-6,8,0,5,-2,-4,5,-6,-2,-1
Vif inh,-1,-4,-5,-10,8,16,-23,17,10,27
MC4R antag cAMP,4,8,6,8,12,-3,8,4,6,6
ABCB6 inh 2,86,84,92,96,101,94,97,102,107,92
aDG glyco act,0.0,0.3,0.2,-0.3,-0.2,0.1,-0.1,0.2,-0.1,-0.1
H9c2 protect,3,5,10,3,-4,14,-2,20,3,4
Glyco luc inh,3,-1,2,0,-1,-3,1,3,-1,3

[11] CC(=O)c1ccc(S(=O)(=O)N(C)CC(=O)Nc2cccc(S(=O)(=O)N3CCCC3)c2)cc1
[12] COc1ccc(C(=O)c2sc(NC(C)C)nc2N)cc1OC
[13] COc1ccc2[nH]c(=O)c(CN(C(=O)c3ccncc3)C(C)(C)C)cc2c1
[14] COc1ccccc1-n1c(SCC(=O)NC(C)(C)C)nnc1-c1ccco1
[15] CCOC(=O)c1c(NC(=O)COc2ccc3ccc(=O)oc3c2)sc(C(=O)N(C)C)c1C
[16] COCCN(C(=O)CCC(=O)Nc1ccccn1)C(C(=O)NC(C)C)c1ccc(C)cc1 (stereo unspecified)
[17] COc1ccc(COC(=O)C2CCN(S(=O)(=O)c3ccc(OC)c(OC)c3)CC2)cc1
[18] COc1ccccc1NC(=S)NCCc1ccc(S(N)(=O)=O)cc1
[19] Cc1cccc(CN2CCN(C(=O)CCl)CC2)c1
[20] Cn1c(NCc2ccccc2O)nc2ccccc21

entry no.,11,12,13,14,15,16,17,18,19,20
CaV13 ICDI inh,-6,nt,-5,-5,-3,-3,-16,-5,-2,-5
MC4R barr agon,-1.1,3.4,-0.7,-0.3,3.5,-1.4,-2.1,-2.0,-2.0,-3.0
HTR2A ag,3,-1,-2,-1,3,6,4,7,3,-4
PDI inh,-6,3,1,-10,3,-3,9,-4,14,7
Vif inh,-4,-18,3,1,nt,4,-1,10,-1,1
MC4R antag cAMP,4,6,0,-2,6,9,5,2,7,18
ABCB6 inh 2,99,107,100,99,98,104,96,102,108,89
aDG glyco act,-0.2,-0.2,0.0,-0.1,0.1,0.0,1.7,0.0,1.9,0.1
H9c2 protect,-1,8,3,5,12,4,-17,3,-8,-1
Glyco luc inh,3,8,1,1,0,3,0,2,-4,0

Reformatted with two lines to a compound: part of the list above
Results follow in this order: CaV13 ICDI inh | MC4R barr agon | HTR2A ag | PDI inh | Vif inh | MC4R antag cAMP | ABCB6 inh 2 | aDG glyco act | H9c2 protect | Glyco luc inh
(1) Nc1ncnc2c1ncn2[C@@H]1O[C@H](CNS(=O)(=O)CCCCl)[C@@H](O)[C@H]1O
  -6 | -1.0 | -1 | -6 | -1 | 4 | 86 | 0.0 | 3 | 3
(2) Cc1cccc(NC(=O)CN2CCCN(S(=O)(=O)c3ccc(Br)s3)CC2)c1
  -5 | -1.3 | 0 | 8 | -4 | 8 | 84 | 0.3 | 5 | -1
(3) Cc1ccc(C)c(NC(=O)COC(=O)CCNC(=O)c2ccco2)c1
  -7 | -0.4 | -7 | 0 | -5 | 6 | 92 | 0.2 | 10 | 2
(4) O=C(O)/C=C/c1ccc(S(=O)(=O)Nc2ccc(C(=O)NCC(=O)O)cc2)cc1
  6 | -0.2 | 2 | 5 | -10 | 8 | 96 | -0.3 | 3 | 0
(5) Fc1ccc(/C=N/N2CCCCC2)c(F)c1
  -4 | -0.4 | 5 | -2 | 8 | 12 | 101 | -0.2 | -4 | -1
(6) CCOC(=O)N1CCN(C(=O)Nc2sc3nc4n(c(=O)c3c2C)CCC(C)CC4)CC1 (stereo unspecified)
  -8 | 2.3 | 0 | -4 | 16 | -3 | 94 | 0.1 | 14 | -3
(7) Cn1c(=O)[nH]c(=O)c2c1nc(N1CCOCC1)n2CCSc1nc2ccccc2[nH]1
  -3 | 1.1 | 2 | 5 | -23 | 8 | 97 | -0.1 | -2 | 1
(8) COc1cc(C(=O)NNC(=O)c2cc(-c3ccccc3)n[nH]2)cc(OC)c1C
  -6 | 0.3 | 2 | -6 | 17 | 4 | 102 | 0.2 | 20 | 3
(9) COc1cccc(CNC(=O)Cn2c(=O)n(CCC(=O)N3CCCCC3)c(=O)c3sccc32)c1
  -3 | -3.6 | -2 | -2 | 10 | 6 | 107 | -0.1 | 3 | -1
(10) CCN(Cc1ccncc1)C(=S)Nc1ccccc1
  -6 | -0.9 | 4 | -1 | 27 | 6 | 92 | -0.1 | 4 | 3
(11) CC(=O)c1ccc(S(=O)(=O)N(C)CC(=O)Nc2cccc(S(=O)(=O)N3CCCC3)c2)cc1
  -6 | -1.1 | 3 | -6 | -4 | 4 | 99 | -0.2 | -1 | 3
(12) COc1ccc(C(=O)c2sc(NC(C)C)nc2N)cc1OC
  nt | 3.4 | -1 | 3 | -18 | 6 | 107 | -0.2 | 8 | 8

The listing continues:
[21] O=C1NC[C@@H](CCCCN2CCN(Cc3ccccc3)C(=O)C2=O)N(Cc2ccccc2)C1=O
[22] Cc1occc1C(=O)N/N=C/c1c[nH]c2ccccc12
[23] C=C(C)COc1ccc(-c2nc(N)nc(C)c2Oc2ccccc2OC)c(O)c1
[24] COc1ccc(-n2c(N)c(C(=O)NCC3CCCO3)sc2=S)cc1 (stereo unspecified)
[25] Cn1c(=O)c2c(SCc3cccnc3)nc(C3CC3)nc2n(C)c1=O
[26] Cn1c(=O)c(=O)n(C)c2cc([N+](=O)[O-])c(N3CCOCC3)cc21
[27] CC1CCN(CCOc2ccc(Cl)c(Cl)c2)CC1
[28] CC(=O)Nc1ccc(S(=O)(=O)N2CCN(c3nc(NC4CCCC4)c4ccccc4n3)CC2)cc1
[29] CC(=O)Nc1ccc(-c2ccnc3c2CC(C)(C(=O)NCc2ccncc2)O3)cc1 (stereo unspecified)
[30] CCC1(c2ccccc2)NC(=O)N(CC(=O)N(C)CC(=O)Nc2cccc(OC)c2)C1=O (stereo unspecified)

entry no.,21,22,23,24,25,26,27,28,29,30
CaV13 ICDI inh,-7,-7,nt,-8,-6,-11,-5,nt,-10,-17
MC4R barr agon,nt,1.9,1.2,0.2,0.7,-0.7,6.9,0.0,1.6,-1.2
HTR2A ag,-3,0,-5,-1,6,2,-4,-3,2,15*
PDI inh,nt,3,9,-1,nt,3,20,-1,-4,1
Vif inh,nt,1,-7,15,nt,2,nt,-7,-1,8
MC4R antag cAMP,nt,-4,5,-7,-4,0,2,4,5,9
ABCB6 inh 2,103,97,98,104,93,99,94,102,96,101
aDG glyco act,0.1,-0.1,-0.3,-0.2,0.1,-0.1,0.5,1.4,0.9,0.0
H9c2 protect,nt,0,-19,6,13,10,7,-34,0,-2
Glyco luc inh,nt,-1,1,-1,2,2,-1,-2,0,2

[31] CC(C)N(C(=O)Cn1c(-c2ccccc2Cl)nc2ccccc21)c1ccccc1
[32] CCCc1c(OCCCOc2ccc(OCC(=O)O)cc2)ccc(C(C)=O)c1O
[33] OC1CCN(C(=S)Nc2ccc(Nc3ccccc3)cc2)CC1
[34] CCOC(=O)c1c(NC(=O)Nc2ccc(Cl)cc2)sc(C)c1C
[35] CCOC(=O)N1CCN(C(=O)c2ccc(OC)c(S(=O)(=O)N3CCOCC3)c2)CC1
[36] COc1ccc(F)c(-c2nc(CN3CCC(c4ccccc4)CC3)c(C)o2)c1
[37] COc1cccc(NC(=O)Nc2cccc(C(=O)O)c2)c1
[38] CC1(c2cccc(Br)c2)NC(=O)N(CC(=O)NCCC2=CCCCC2)C1=O (stereo unspecified)
[39] CCN(CC)S(=O)(=O)c1cccc(-c2nnc(SCc3nc4ccccc4s3)o2)c1
[40] O=[N+]([O-])c1ccc(Nc2nc(N3CCOCC3)nc(N3CCOCC3)n2)cc1

entry no.,31,32,33,34,35,36,37,38,39,40
CaV13 ICDI inh,-1,-5,-5,-6,-4,-5,1,-5,-7,3
MC4R barr agon,-2.6,1.8,1.1,7.1,1.1,-2.0,-0.9,0.5,-1.9,-1.7
HTR2A ag,-6,-1,-3,1,-1,-8,-2,1,-1,1
PDI inh,-2,-7,-5,-6,1,1,4,-2,0,-3
Vif inh,nt,0,1,nt,-4,0,24,nt,0,-2
MC4R antag cAMP,6,8,18,10,4,5,0,7,3,7
ABCB6 inh 2,98,103,87,91,101,99,102,86,91,118
aDG glyco act,0.8,-0.2,0.7,0.0,-0.3,0.2,-0.2,0.3,0.5,-0.1
H9c2 protect,2,-5,1,2,-2,1,-4,0,-14,3
Glyco luc inh,-1,4,-2,0,1,-4,0,-7,-3,-10

[41] Cc1ccc2c(c1)Sc1c(ccc3ccccc13)N2
[42] CCN(CC)S(=O)(=O)c1cc([N+](=O)[O-])ccc1NNC(=O)Nc1ccc(F)cc1
[43] C=CCSC1=C(C#N)C(c2cc(Br)c(O)c(OC)c2)CC(=O)N1 (stereo unspecified)
[44] CCCCN(C(=O)c1nn(C)c(=O)c2ccccc12)c1c(N)n(CCC)c(=O)[nH]c1=O
[45] Cc1ccc(C2(C(F)(F)F)NC(=O)N3N=C4CCCCCN4C3=C2C#N)cc1 (stereo unspecified)
[46] COC(=O)c1cc(S(=O)(=O)NCCCN2CCCC2=O)cn1C
[47] Cc1cc(C)c(C#N)c(Nc2cccc(Br)c2)n1

entry no.,41,42,43,44,45,46,47
CaV13 ICDI inh,-6,-4,-10,-4,-3,-2,-5
MC4R barr agon,1.0,0.4,-0.7,-0.8,-1.4,-4.0,3.4
HTR2A ag,-2,6,-1,-1,-2,0,-4
PDI inh,-1,6,2,4,0,-1,4
Vif inh,4,-11,-4,-1,-2,0,-1
MC4R antag cAMP,-7,8,10,6,10,-3,3
ABCB6 inh 2,101,95,101,100,104,100,102
aDG glyco act,0.1,0.2,-0.2,-0.1,-0.1,0.0,0.0
H9c2 protect,-24,-18,0,-3,4,0,0
Glyco luc inh,-10,-4,2,1,1,-1,-1

High-throughput results as filed in PubChem BioAssay.
